EBV LMP1 NFkB = EBV LMP1-driven NF-kappaB luciferase reporter inhibitors, primary screen, cell-based, luminescence, single point. inhibition, % at 12.5 µM. LMP1-induced NF-kappaB luciferase reporter cells. 0.69% of 350,000 active; in the data active = inhibition above about 41%; inconclusive = no clear call, values can overlap the other calls;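 note: 0% = neutral control wells and 100% = reference inhibitor control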
TROY signal inh = inhibitors of TROY-driven NF-kB signaling, primary screen, Q293 LMP1-TROYcd cells, NF-kB luciferase, uHTS | AID 1347056, 2019 | 0.98% of 360,000 active | Q293 LMP1-TROYcd NF-kB luciferase reporter, 4 h | inhibition, % at 10 µM;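 active = compounds whose plate-normalised and pattern-corrected inhibition of the luciferase reporter signal at the single screening dose is 50% or more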
COUP-TFII inh = NR2F2 transcriptional activity inhibitors, primary screen, cell-based, luciferase reporter, HEK293T, luminescence. inhibition, % at 8.6 µM. COUP transcription factor 2 (Homo sapiens), P24468. HEK293T NGFI-A luciferase reporter. AID 686940, 2013. 0.7% of 370,000 active;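 active = inhibition above a per-plate cutoff, mean inhibition of test wells between control levels plus 3 SD, cut at about 38% in these data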;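 note: cells cotransfected with COUP-TFII expression vector driving the NGFI-A reporter; 0% = median of COUP-TF2 test wells and 100% = reporter-only cells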
NCOA2 inhibitor = inhibition of GAL4-SRC2 driven luciferase reporter, primary screen, SRC2 inhibitor project, cell-based, luminescence. Nuclear receptor coactivator 2 (Homo sapiens), Q15596. HEK293 GAL4-SRC2 luciferase reporter. inhibition, % at 9 µM. 0.17% of 370,000 active. AID 651957, 2012;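 active = inhibition above the mean inhibition of all tested compounds plus 3 SD, set per campaign, cut at about 52% in these data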;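 note: 0% = DMSO treated cells and 100% = cells given Gossypol at 36 µM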
Vif inh = HIV Vif self-association inhibitors, primary screen, imaging, HEK293T, single point; 0.35% of 340,000 active; AID 602346, 2012; inhibition, % at 7.49 µM; HEK293T cells, Vif self-association by quenched fluorescence, 24 h; in the data active = inhibition above about 50%, passing the limit was not always enough; inconclusive = no clear call, values can overlap the other calls; inactive = below about 31%; note: some results filed as inactive read as strong as hits
TLR9-MyD88 block = inhibitors of TLR9-MyD88 association in cells, primary screen, cell-based, CHO, BLA complementation, fluorescence. Toll-like receptor 9 (Homo sapiens) + Myeloid differentiation primary response protein …. AID 504734, 2011. 0.21% of 340,000 active. CCF4 FRET ratio. inhibition, % at 4.98 µM;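 active = inhibition above the mean over all tested compounds plus 3 SD, cut at about 21% in these data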;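 note: 0% = DMSO only wells and 100% = clavulanate BLA inhibitor control wells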
NOD2 RIPK2 PPI = NOD2-RIPK2 binding disruptors in cells, primary screen, fluorescence, CHO cells, BLA complementation; 0.38% of 360,000 active; inhibition, % at 4.98 µM; CCF4 ratio; in the data active = inhibition above about 21%;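 note: 0% = vehicle only and 100% = reference blocker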
NR5A2 inv ag = LRH-1 (NR5A2) inverse agonists, primary screen, cell-based, luminescence, HEK293T, StAR-luciferase reporter; Nuclear receptor subfamily 5 group A member 2 (Homo sapiens), O00482; LRH-1 transfected, 24 h; inhibition, % at 3.6 µM; 0.13% of 360,000 active; AID 602396, 2012;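 active = inhibition above the mean inhibition of all tested compounds plus 3 SD, cut at about 73% in these data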;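 note: 0% = DMSO wells and 100% = reporter-only cells lacking LRH-1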
SRC3 inh = SRC3 coactivator transcriptional activity inhibitors, primary screen, cell-based, luminescence. HEK293 GAL4-SRC3 luciferase reporter. inhibition, % at 3.6 µM. 0.17% of 360,000 active. Nuclear receptor coactivator 3 (Homo sapiens), Q9Y6Q9;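 active = inhibition above a per-campaign cutoff, the mean of all compounds plus 3 SD, cut at about 60% in these data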;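 note: 0% = DMSO-treated cells and 100% = gossypol-treated cells at 36 µM; higher means less SRC3-driven luciferase light from the GAL4 reporter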
NCOA1 inh = SRC1 coactivator transcriptional activity inhibitors, primary screen, cell-based, luminescence. HEK293 GAL4-SRC1 luciferase reporter. inhibition, % at 3.6 µM. 0.12% of 360,000 active;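 active = inhibition above the campaign mean plus 3 SD, with each screening campaign given its own cutoff, cut at about 60% in these data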;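 note: 0% = DMSO treated cells and 100% = gossypol at 36 µM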
TRAIL sens C8 = viability loss with TRAIL in NB7+C8 cells, primary screen, TRAIL sensitizer project, cell-based, ATPlite luminescence | inhibition (viability loss, TRAIL sensitization), % at 10 µM | 1% of 360,000 active | AID 624354, 2012;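 active = compounds causing at least 50% loss of cell viability in the single-dose screen, relative to plate controls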
* marks the source's active call; other numbers are inactive results; ? = inconclusive; nt = not tested or not shown. This is a subset (hit frequency here may not be typical).

The line under a structure holds: NCOA2 inhibitor	TLR9-MyD88 block	NOD2 RIPK2 PPI	NCOA1 inh	NR5A2 inv ag	EBV LMP1 NFkB	SRC3 inh	TROY signal inh	COUP-TFII inh	TRAIL sens C8	Vif inh
CC(C)CC(NC(=O)c1ccc(C#CC(C)(C)O)s1)C(=O)O (stereo not drawn)
    12	4	-7	-6	4	13	7	4	-10	6	8
O=c1ccn(C2CCCCC2)c(=O)[nH]1
    12	nt	-6	16	4	nt	24	8	0	6	-8
C#CCOCCOCCOCCNc1nc(N2CCN(C(=O)[C@H]([C@@H](C)O)n3cc(CCCCN)nn3)CC2)nc(N2CCN(C(=O)[C@H](C)n3cc(CCC(=O)O)nn3)CC2)n1
    -8	-2	-3	-15	-11	1	-23	-24	-3	11	-1
COc1ccc(C2=CC(=O)CC(c3ccccc3)C2)cc1 (stereo not drawn)
    0	-1	-4	1	5	2	7	-19	12	-11	-8
CC1CCN(S(=O)(=O)c2cccc(C(=O)NCc3ccco3)c2)CC1
    13	-7	1	2	11	-10	24	4	-4	-3	5
O=S(=O)(NCC1CCCO1)c1ccc(Br)s1 (stereo not drawn)
    -9	-3	-8	0	-7	4	10	-17	19	-7	8
Cc1nc2cc(NC(=O)c3ccc([N+](=O)[O-])s3)ccc2s1
    -15	-4	0	-56	-44	21	-28	-32	-22	31	-4
Cc1cc(SCC(=O)c2ccccc2)n2nc(C)nc2n1
    3	0	-5	-2	21	10	-7	-5	45*	9	2
CN1CCc2c(sc3nc(SCC(=O)N4CCOCC4)nc(N)c23)C1
    -2	-4	-17	7	18	-3	21	10	2	6	1
Cc1cc(C)n(CCC(=O)N=Nc2c(O)[nH]c3ccc(Br)cc23)n1
    9	-1	-2	-28	18	-22	8	6	6	-5	-5
O=C1N/C(=N\N=C\c2ccc3ncccc3c2)SC1Cc1ccc(SC(F)F)cc1 (stereo not drawn)
    -23	-2	4	-22	-14	-5	-33	28	4	27	1
COc1ccc(C(CNC(=O)c2cc(S(=O)(=O)N3CCN(c4ccccc4)CC3)ccc2Cl)N(C)C)cc1 (stereo not drawn)
    -19	0	3	-24	-11	12	26	32	29	11	-7
Cc1ccc2nc(C)cc(OCC(=O)O)c2c1
    9	-5	-1	-12	7	1	3	-7	-17	-6	-1
Cc1ccnc(NC(=O)c2ccc(Cl)c(NC(=O)C(C)Oc3ccccc3)c2)c1 (stereo not drawn)
    -13	-1	-2	-24	-11	-9	-4	-6	6	5	-13
COc1cc(OC)c(-c2noc(C(=O)OC(C)(C)C)c2C(=O)OC(C)(C)C)c(OC)c1
    -13	13	-4	-3	5	0	10	-10	3	3	nt
COc1ccc2[nH]c3c(c2c1)CCN1C(=O)C(CC(=O)NCCc2ccccn2)C[C@H](C(=O)N2CCOCC2)[C@@]31CCC1CCCC1 (stereo partly drawn)
    11	-3	-7	2	13	2	2	14	4	-3	-8
O=C(NCc1ccco1)C1CCCCN1S(=O)(=O)c1ccc(F)cc1 (stereo not drawn)
    8	2	0	-7	14	6	-4	-6	1	8	-1
CCn1ncc(Br)c1C(=O)Nc1sc2c(c1C(N)=O)CCC2
    -30	-7	-3	9	9	-4	2	6	-9	-1	5
CC1=C(C(=O)Nc2cc(C(=O)N3CCN(c4ccc(Cl)cc4)CC3)ccc2C)SCCO1
    10	0	-4	0	32	6	10	26	26	2	-16
COC(=O)c1ccc(CSc2nc3c(c(=O)n2-c2ccc(Br)cc2)SCC3)o1
    -1	-3	-5	12	5	3	-12	44	2	-12	13
CN(C)S(=O)(=O)c1cccc(NC(=O)COC(=O)c2cccn2C)c1
    3	3	-1	-9	-5	-8	9	-20	-16	6	?
O=S(=O)(Nc1cccnc1Cl)c1ccc(-c2ccccc2)cc1
    -4	4	-7	19	-4	3	-5	-6	8	-5	15
CCCOc1ccc(C(=O)N2CCCC2)cc1OC
    -36	9	-4	-52	8	1	10	12	11	2	2
O=C(COc1coc(CN2CCc3ccccc3C2)cc1=O)Nc1ccc(F)cc1
    29	1	-11	12	2	-1	5	8	16	-6	3
NC(=O)C1CCN(Cc2nc3cc(C(F)(F)F)ccc3c(=O)[nH]2)CC1
    -13	0	12	-8	13	-8	3	4	-15	-1	0
COC(=O)c1ccc(CN2CCN(CCc3ccccc3)C(CCO)C2)cc1 (stereo not drawn)
    -42	4	6	12	3	-5	11	11	2	-1	1
COc1ccc(C(=O)Nc2nnc(S(=O)(=O)N(C)Cc3ccccc3)s2)cc1
    -20	1	-4	-3	-20	6	-33	-13	-7	6	-9
CCn1c(N2CCN(CC(=O)c3ccc(OC)cc3)CC2)nc2ccccc21
    nt	-3	-5	7	5	7	3	3	nt	-28	-1
COc1ccc(NS(=O)(=O)N2CCCCC2)cc1
    -4	-6	-4	-15	9	-7	-11	6	-2	-7	-6
COc1cccc(C2NC(CCSC)(C(=O)O)C3C(=O)N(C(C)C)C(=O)C23)c1O (stereo not drawn)
    -23	3	7	-4	-1	9	8	-12	9	-9	16
CCc1ccc(OCC(=O)N/N=C(\C)c2ccc3c(c2)OCCO3)cc1
    14	-2	1	-3	4	4	-5	-23	1	3	-1
COc1ccc(OCC(=O)Nc2ccc3c(c2)nc(CN2CCCC2)n3C)cc1
    1	-7	-4	2	2	2	22	2	5	2	28
COc1cc(OC)cc(C(=O)NCC(=O)OCC(=O)NCc2ccco2)c1
    10	-7	-3	1	-14	2	8	-3	-4	-9	9
CCn1c(SCC(=O)NC(=O)NC(C)(C)C)nc2ccccc21
    0	7	-2	-29	0	-5	16	18	16	1	3
C/C(=N\NC(=O)C(=O)N/N=C(\C)c1cccc(O)c1)c1cccc(O)c1
    -8	3	-4	-9	6	14	-1	-1	8	-1	5
O=C(COc1ccccc1)N/N=C/c1cc2c(cc1[N+](=O)[O-])OCO2
    -11	0	6	-11	-12	5	-16	-32	-9	13	0
O=C(O)C(O)Cc1c[nH]c2ccccc12 (stereo not drawn)
    3	1	3	0	-9	7	-4	13	3	1	-3
CC(NC(=O)c1cc2c(s1)CS(=O)(=O)C2)c1ccccc1 (stereo not drawn)
    -25	8	-8	-7	-2	-3	18	-1	-12	-19	-17
c1ccc(COc2ncnc3c2ncn3CCCN2CCN(c3ccccn3)CC2)cc1
    -5	1	1	-2	-10	8	3	8	10	13	-2
CC(C)CCN(C(=S)Nc1cccc(C(F)(F)F)c1)C(C)c1ccccn1 (stereo not drawn)
    -9	5	-11	11	1	-1	7	3	6	-8	9
O=[N+]([O-])c1cccc(C(=NCc2ccccc2)NO)c1
    5	-5	-13	-2	-10	2	-11	-22	-11	-8	6
CNc1nnc(Sc2ncccc2[N+](=O)[O-])s1
    -1	-6	-17	1	-16	2	-4	6	-6	-11	5
O=C(COC(=O)CCN1C(=O)/C(=C\C=C\c2ccccc2)SC1=S)Nc1cc(F)ccc1F
    43	-5	2	16	8	18	23	25	42*	18	0
Cc1cc(-n2c(C)cc(C(=O)CCl)c2C)no1
    23	-8	-3	-27	4	0	-5	9	-6	32	3
Cc1ccc(NC(=S)NCc2ccc(F)cc2)c(C)c1
    4	-6	7	-16	-10	3	1	-8	21	-7	9
COc1ccc(NC(=O)c2oc3ccccc3c2NC(=O)C2CC2)c(OC)c1
    -4	-4	1	8	0	11	7	-18	14	-22	-1
C/C(Cn1cnc([N+](=O)[O-])n1)=N\NC(=O)c1ccccc1
    -45	-8	-1	-98	-140	-12	-55	-46	-24	7	13
CN(C)c1ccc(-c2nc3ccccc3c(=O)[nH]2)cc1
    -19	-5	-4	-48	-98	33	-20	-60	-16	93*	5
Cc1cccc(NC(=O)c2sc3nc(-c4ccccc4)cn3c2C)n1
    -6	-7	-5	-17	-54	-6	1	7	-15	13	-8
CC1CCc2[nH]c3ccc(C(=O)NCC4CCCO4)cc3c2C1 (stereo not drawn)
    -43	3	-3	-55	-60	-22	-59	-32	-42	-9	0

Further records follow.
The line under a structure holds: NCOA2 inhibitor	TLR9-MyD88 block	NOD2 RIPK2 PPI	NCOA1 inh	NR5A2 inv ag	EBV LMP1 NFkB	SRC3 inh	TROY signal inh	COUP-TFII inh	TRAIL sens C8	Vif inh
Cc1ccc(CN(CC(=O)NC2CCCC2)C(=O)c2csnn2)cc1
    3	-6	-9	17	12	-4	12	7	-4	6	4
COc1ccc(CN2CCN(C(=O)c3ccc(-c4ccccc4)cc3)CC2)c(OC)c1OC
    14	-4	-2	-2	-4	13	13	5	-2	0	0
Cn1c(CCNC(=O)c2ccco2)nc2ccccc21
    -24	-4	4	10	0	4	9	-4	7	6	-1
CCN1C(C(=O)Nc2cc(C)on2)=C(O)c2ccccc2S1(=O)=O
    8	-5	4	8	-14	5	-16	-2	15	-19	20
CN(CCCN1CCOCC1)C(=O)c1ccc2nc(Cc3cccc(Cl)c3)oc2c1
    -35	-6	-1	-6	14	-1	1	-11	5	-3	-5
Cc1ccc2nc(SCC(=O)Nc3ccc4c(c3)CCC4)[nH]c2c1
    -46	-6	-5	-9	1	6	-1	-16	-9	-9	-2
COc1ccc(C)cc1NS(=O)(=O)c1ccc2c(c1)N(C(C)=O)CCO2
    5	5	8	4	-6	0	0	14	0	-7	-7
Cc1ccc(NC(=O)NC(=O)CSc2nnc(-c3ccc(OC(F)F)cc3)n2N)c(C)c1
    -36	0	-9	-35	-44	-5	-17	-35	-18	23	0
Nc1nc(=S)c2ncn(C3OC(CO)CC3O)c2[nH]1 (stereo not drawn)
    2	-12	-13	-1	-1	-8	1	12	10	18	7
O=C(CCSc1nnc(-c2ccncc2)o1)Nc1ccc(F)cc1
    4	-5	-4	-5	-2	-1	8	-12	3	-10	-4
CS(=O)(=O)N1CCN(c2ccccc2NC(=O)c2cccc3ccccc23)CC1
    -20	-8	-11	6	17	3	7	8	14	-19	nt
CCOc1ccccc1C(C(=O)NC1CCCC1)N(C(=O)c1csnn1)C1CC1 (stereo not drawn)
    10	0	-1	-3	2	-2	7	-1	-8	-16	9
COc1ccc(C2CC(c3ccc(Cl)cc3Cl)Nc3nc(N)nn32)cc1OC (stereo not drawn)
    12	-7	-14	8	-14	1	1	-8	6	-12	2
CCCCOc1ccc(C(=O)NCC(=O)NC2CCN(Cc3ccccc3)CC2)cc1
    24	-12	-7	4	3	7	19	-1	-9	-1	-12

Screening data as filed in PubChem.
